PTHR1 agonist = PTHR1 (human) receptor agonism. 410,000 tested, 0.075% active. Potency, µM (highest dose often 115 µM), inactives show at the highest dose activation, most hits filed as activators. AID 743266. HEK293 GP2 PTHR1 cells, GloSensor cAMP luminescence, 1 h; note: potency is the fitted concentration of half-maximal effect; nearly all actives have a fitted effect of over 55% in size; some results filed as inactive show a strong effect at the top dose; inactives centre near -15; many of its hits are not listed in these tables
Target sequence (Q03431 whole entry, looked up): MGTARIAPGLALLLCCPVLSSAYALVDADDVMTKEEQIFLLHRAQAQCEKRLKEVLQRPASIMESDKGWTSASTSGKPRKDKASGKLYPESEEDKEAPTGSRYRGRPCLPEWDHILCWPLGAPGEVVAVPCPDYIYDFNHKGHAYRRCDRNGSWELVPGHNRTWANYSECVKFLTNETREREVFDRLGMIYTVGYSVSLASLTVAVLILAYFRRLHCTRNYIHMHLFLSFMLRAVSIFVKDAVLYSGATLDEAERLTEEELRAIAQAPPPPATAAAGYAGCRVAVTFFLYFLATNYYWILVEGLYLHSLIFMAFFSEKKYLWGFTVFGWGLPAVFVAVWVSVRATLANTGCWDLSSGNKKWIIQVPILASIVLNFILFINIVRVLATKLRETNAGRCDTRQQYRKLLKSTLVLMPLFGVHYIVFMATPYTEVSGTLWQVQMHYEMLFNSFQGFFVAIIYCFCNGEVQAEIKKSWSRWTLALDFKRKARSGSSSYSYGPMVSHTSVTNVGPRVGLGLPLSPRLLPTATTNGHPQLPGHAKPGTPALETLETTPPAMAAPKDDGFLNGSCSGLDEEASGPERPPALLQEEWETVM
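HEK-293-derived GP2 cells expressing PTHR1 and a GloSensor cAMP reporter, 3,000/well, plated overnight, given luciferin plus IBMX (each 0.5 mM as added) for 1 h at 37 °C, then compound for 1 h at 37 °C. Luminescence was read after 15 min at room temperature.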
Mm-Cpn inhibitor = inhibitors of Methanococcus maripaludis chaperonin (MmCpn); AID 504842; Potency, µM (series often up to 76.9 µM), without a hit: at the top dose activity, negative = inhibition, most hits filed as inhibitors; 330,000 tested, 0.031% active; purified Mm-Cpn ATPase, ADP Transcreener TR-FRET; note: potency is the fitted concentration of half-maximal effect; % is set by controls: 0 for no effect and ±100 for the full control effect; nearly all actives have a fitted effect of over 80% in size
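Eu-cryptate anti-ADP/ADP-d2 competition gives a ratio inversely related to ADP. Enzyme at 25 nM was pre-exposed to compound for 10 min, then given 10 uM ATP for 30 min, 37°C throughout.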
D3 ag = activates the human D3 dopamine receptor; AID 652048; P35462; D3R DiscoveRx beta-arrestin cells, luminescence, 90 min; max activation, %; 410,000 tested, 0.58% active; in the data active = max activation above about 30%; note: 0% is about no effect; mostly tested at two doses, the higher about 12 µM
Target sequence (P35462 whole entry, looked up): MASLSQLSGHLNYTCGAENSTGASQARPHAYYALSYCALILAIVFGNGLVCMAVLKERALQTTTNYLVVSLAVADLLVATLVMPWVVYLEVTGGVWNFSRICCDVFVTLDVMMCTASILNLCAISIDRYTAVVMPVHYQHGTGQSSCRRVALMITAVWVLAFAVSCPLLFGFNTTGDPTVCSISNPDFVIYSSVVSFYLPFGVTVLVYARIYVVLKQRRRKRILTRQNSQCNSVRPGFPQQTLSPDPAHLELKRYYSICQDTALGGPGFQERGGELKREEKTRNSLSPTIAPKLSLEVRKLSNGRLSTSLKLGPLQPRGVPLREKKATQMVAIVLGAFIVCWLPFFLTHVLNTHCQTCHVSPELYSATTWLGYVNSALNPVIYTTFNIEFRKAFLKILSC
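Agonist-mode cell screen: cells plated at 1500/well and incubated overnight at 37 °C, then exposed to library compounds for 90 min at 37 °C. Detection reagent was added for 30–60 min at room temperature, and luminescence was read.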
* marks the source's active call; other numbers are inactive results; i = inactive; ? = inconclusive; . = not tested or not shown; [ ] = another dose, or the depositor's remark. Unless noted, calls come from the whole dose curve; as a rule, active = well fitted curve in the direction sought with a large enough effect; inconclusive = small, poorly fitted or top-dose-only effect, or another doubt; inactive = no such curve, though single readings can be large; an effect the other way counts as inactive or inconclusive.

1	COc1ccc(-c2nc3sc(CCNC(=O)c4ccc(Br)o4)c(C)n3n2)cc1
2	Cc1ccc(CN2C(=O)CN(C3CCCCCC3)C(=O)C2c2ccc(F)cc2)cc1 (stereo unspecified)
3	Cc1ccc(OCC(=O)Nc2ccc3[nH]c(=O)sc3c2)cc1
4	COc1ccc2oc(=O)c(-c3nc(-c4ccc(C)c(C)c4)cs3)cc2c1
5	CN(C(=O)c1cnc(N2CCOCC2)c2ccccc12)c1ccccc1F
Assay by compound	1	2	3	4	5
PTHR1 agonist	-87%[inhibitor]	i	-95%[inhibitor]	i	i
Mm-Cpn inhibitor	.	.	.	.	.
D3 ag	-11	2	6	1	4

6	COCCCNC(=O)C1CCN(Cc2nc(-c3ccc(OC)c(OC)c3)oc2C)CC1
7	CCn1cc(C(=O)NCCc2ccc(Cl)cc2)c(=O)c2cc(S(=O)(=O)N3CCCCCC3)ccc21
8	CN(C)CCNC(=O)c1ccc(Cn2c(=O)c3cccn3c3cccnc32)cc1
9	Cc1cccc(C(=O)Nc2ccc3oc(-c4ccncc4)nc3c2)c1
10	Cc1ccc(Cn2c(=O)n(Cc3nc(-c4ccccc4)no3)c(=O)c3cc4c(cc32)OCO4)cc1
Assay by compound	6	7	8	9	10
PTHR1 agonist	i	-29%	1%	-33%[inhibitor]	i
Mm-Cpn inhibitor	.	.	.	.	.
D3 ag	4	4	-6	15	-8

11	CC1=C(C(=O)OCC(C)C)C(c2ccc(OCc3ccccc3)cc2)N2C(=O)CCSC2=N1 (stereo unspecified)
12	CCN1CCN(C(=O)c2ccc3c(c2)N(Cc2cc(C)ccc2C)C(=O)c2ccccc2S3(=O)=O)CC1
13	Fc1ccc([C@@H]2Nc3ccccc3[C@@H]3C=CC[C@@H]32)cc1
14	COc1ccc(NC(=O)Cc2csc(COc3cccc(C)c3)n2)c(OC)c1
15	Cc1ccc2nc(CN3CCN(S(=O)(=O)c4ccc(C)c(C)c4)CC3)oc2c1
Assay by compound	11	12	13	14	15
PTHR1 agonist	-12%	i	i	-35%[inhibitor]	-10%
Mm-Cpn inhibitor	.	.	.	.	.
D3 ag	-3	-19	-3	-13	-12

16	Cc1ccc(-c2cc(C(F)(F)F)n3nc(C(=O)Nc4sc5c(c4C#N)CCC(C)C5)cc3n2)cc1 (stereo unspecified)
17	CCOc1ccc(C(=O)NCCn2cc(SCC(=O)Nc3ccccc3)c3ccccc32)cc1
18	Cc1cc(C)cc(-n2c(SCC(=O)N3CCc4ccccc43)nc3c([nH]c4ccccc43)c2=O)c1
19	CCc1nc(C)cn1S(=O)(=O)c1ccc(Cl)c(Cl)c1OC
20	Cc1ccc(Cl)cc1N1CCN(C(=O)c2cc3c(=O)n(C)c4ccccc4c3s2)CC1
Assay by compound	16	17	18	19	20
PTHR1 agonist	i	-44%[inhibitor]	i	-30%	i
Mm-Cpn inhibitor	.	.	.	.	.
D3 ag	10	14	2	4	6

21	CC(=O)c1cccc(NCc2ccccc2-c2nnc(-c3ccccc3)o2)c1
22	COc1ccc(NC(=O)CSC2=Nc3ccccc3C3=NC(CCC(=O)NC4CCCCC4)C(=O)N23)cc1 (stereo unspecified)
23	CCOc1cccc(C(=O)N(Cc2ccc(C)o2)C2CCS(=O)(=O)C2)c1 (stereo unspecified)
24	CC1=Nc2cc(C(=O)NC3CCCCC3)ccc2Sc2ccc(Cl)cc21
25	Cc1cccc(C)c1NC(=O)CCSCCc1ccccn1
Assay by compound	21	22	23	24	25
PTHR1 agonist	-5%	-2%	-29%	-22%	i
Mm-Cpn inhibitor	.	.	.	.	.
D3 ag	14	0	-6	-7	3

26	O=C(NCCc1ccccc1)c1ccc2c(c1)N(Cc1ccccc1)C(=O)c1ccccc1S2(=O)=O
27	CCc1ccc2occ(CC(=O)N(Cc3ccccc3)C3CCS(=O)(=O)C3)c2c1 (stereo unspecified)
28	CCN(CC)CCCNC(=O)Cn1nc(C)n2c(cc3sccc32)c1=O
29	CCOc1ccc(N(C(=O)c2ccccc2F)S(=O)(=O)c2ccc3c(c2)n(C)c(=O)n3C)cc1
30	CCOC(=O)C1CCCN(C(=O)c2cc3c(=O)[nH]c4ccc(C)cc4c3s2)C1 (stereo unspecified)
Assay by compound	26	27	28	29	30
PTHR1 agonist	i	-8%	i	-17%	-7%
Mm-Cpn inhibitor	.	.	.	.	.
D3 ag	-4	3	-16	-30	2

31	COc1ccccc1-n1c(=O)c2c3c(sc2n(Cc2ccccc2F)c1=O)CN(C(C)=O)CC3
32	Cc1ccc(-n2c(=O)cc(N3CCN(c4ccccc4Cl)CC3)[nH]c2=O)cc1
33	CC1CCC(N2CC(=O)N(C3CCCCC3)C(c3ccc(Cl)cc3)C2=O)CC1 (stereo unspecified)
34	COc1ccc(CNC(=O)c2cc3c(=O)[nH]c4ccccc4c3n2C)c(OC)c1
35	Cc1ccc(Cn2ccn(Cc3ccccc3F)c(=O)c2=O)cc1
Assay by compound	31	32	33	34	35
PTHR1 agonist	-7%	i	i	i	-3%
Mm-Cpn inhibitor	.	.	.	.	.
D3 ag	-7	10	3	-16	-2

36	Cc1cccc(C)c1NC(=O)CCCn1c(=O)c2cccn2c2ccccc21
37	COc1ccc(-n2ncc(C(=O)N3CCN(c4ncccn4)CC3)c2C2CCN(C(=O)OC(C)(C)C)CC2)cc1
38	CC(=O)Nc1nonc1-c1nnc(SCc2ccc(F)cc2Cl)n1C
39	CCN(C(=O)C1CCN(S(=O)(=O)c2ccc3c(c2)CCCN3C(C)=O)CC1)c1cccc(C)c1
40	O=C(Nc1ccc(F)c(Cl)c1)C1CCN(S(=O)(=O)c2ccc3c(c2)CCCN3C(=O)C2CCC2)CC1
Assay by compound	36	37	38	39	40
PTHR1 agonist	i	i	i	i	-20%
Mm-Cpn inhibitor	.	.	.	.	.
D3 ag	11	13	-3	8	6

41	Cc1cccc(C)c1-n1ncc(C(=O)O)c1C1CCN(C(=O)OC(C)(C)C)CC1
42	CCC1=C(c2ccc(C)cc2)S(=O)(=O)N=C1N1CCC(C(=O)Nc2ccccc2F)CC1
43	O=C(c1ccc(CS(=O)c2ccccc2Cl)o1)N1CCN(c2ccccc2F)CC1 (stereo unspecified)
44	COc1ccc(OC)c(CCNC(=O)CCCn2c(=O)c3cccn3c3cccnc32)c1
45	COc1cc(NC(=O)CC(C)S(=O)(=O)c2cc3c4c(c2)CCN4C(=O)CC3)cc(OC)c1 (stereo unspecified)
Assay by compound	41	42	43	44	45
PTHR1 agonist	i	i	-18%	i	i
Mm-Cpn inhibitor	.	.	.	.	.
D3 ag	4	4	-16	-4	-2

46	Cc1ccccc1CNC(=O)c1oc2c(c1C)-c1[nH]ncc1CC2
47	O=C(O)c1ccc2c(c1)N(Cc1ccc(F)cc1Cl)C(=O)c1ccccc1S2
48	Cc1ccc(C)n1-c1nnc(N2CCC(C(=O)NCc3ccc(F)cc3)CC2)s1
49	Cc1c(Cl)cccc1NC(=O)C(C)n1c(=O)cc(-c2ccccc2)c2c(C)nn(C)c21 (stereo unspecified)
50	COc1ccc(Cn2c(=O)c3ccccc3n3c(-c4ccc(C)cc4)nnc23)cc1
Assay by compound	46	47	48	49	50
PTHR1 agonist	i	i	-19%	-31%[inhibitor]	-44%[inhibitor]
Mm-Cpn inhibitor	.	.	.	.	.
D3 ag	1	0	-5	-5	-8

Limited to Mm-Cpn inhibitor and PTHR1 agonist, for 2 of the compounds above:
| No. | compound | Mm-Cpn inhibitor | PTHR1 agonist |
| --- | --- | --- | --- |
| 50 | COc1ccc(Cn2c(=O)c3ccccc3n3c(-c4ccc(C)cc4)nnc23)cc1 | . | -44%[inhibitor] |
| 47 | O=C(O)c1ccc2c(c1)N(Cc1ccc(F)cc1Cl)C(=O)c1ccccc1S2 | . | i |

(cont.)
51	Cc1nc2nc(SCC(=O)N(Cc3ccccc3)C(C)C)nn2c(C)c1Cc1ccccc1Cl
52	O=C(NCCCN1CCCCC1)c1ccc2c(c1)sc1nc(-c3ccc(F)cc3)cn12
53	Cc1ccc(NC(=O)CSc2nc3ccc(NC(=O)CCc4ccccc4)cc3s2)cc1
54	Cc1cccc(C)c1OC(=O)CSc1nnc(CNC(=O)c2ccccc2)o1
55	COc1ccc(CNC(=O)C(=O)NCC(c2cccs2)S(=O)(=O)c2ccc(C)cc2)cc1 (stereo unspecified)
Assay by compound	51	52	53	54	55
PTHR1 agonist	i	i	i	-35%[inhibitor]	i
Mm-Cpn inhibitor	.	.	.	.	.
D3 ag	5	-25	1	-17	5

56	CC(=O)Nc1nonc1-c1nnc(SCc2ccccc2F)n1C
57	Cc1ccc(-c2noc(CN(C(=O)COc3cc(C)cc(C)c3C)C(C)C)n2)cc1
58	COc1ccc(-c2nc(CSCC(=O)N3CCN(c4cc(Cl)ccc4C)CC3)c(C)o2)cc1
59	Cc1sc2ncn(CC(=O)N3CCN(c4ccccc4F)CC3)c(=O)c2c1S(=O)(=O)N1CCC(C)CC1
60	Cc1cc(S(=O)(=O)Nc2cc3c(cc2C)n(C)c(=O)c(=O)n3C)ccc1F
Assay by compound	56	57	58	59	60
PTHR1 agonist	i	-15%	-45%[inhibitor]	i	i
Mm-Cpn inhibitor	.	.	.	.	.
D3 ag	10	7	2	-9	7

61	Cc1ccc(C(=O)CSc2nc(C)cc(C)c2C(=O)Nc2cccc(C)c2)cc1
62	CCN(CC)C(=O)Cn1cc(SCC(=O)Nc2ccc(C)cc2)c2ccccc21
63	Cn1c(=O)n(C)c2cc(NS(=O)(=O)c3ccc(C(C)(C)C)cc3)c(NCc3ccccc3)cc21
64	CC(=O)N1CCCc2ccc(NC(=O)c3ccc(C(F)(F)F)cc3)cc21
65	CCCCNc1nc2c(S(=O)(=O)c3ccc(C)cc3)nnn2c2ccsc12
Assay by compound	61	62	63	64	65
PTHR1 agonist	i	-22%	-66%[inhibitor]	-13%	i
Mm-Cpn inhibitor	.	.	.	.	.
D3 ag	0	-13	-11	5	-11

66	O=C1COc2cc(S(=O)(=O)NCc3ccco3)c(Cl)cc2N1
67	COc1ccc(NC(=O)Cn2cc(C(=O)c3ccncc3)c(=O)c3cc(C)ccc32)cc1Cl
68	COc1ccccc1NC(=O)C1=C(C)Nc2nc(SCc3cccc(F)c3)nn2C1c1ccc(C(=O)O)cc1 (stereo unspecified)
69	O=C(/C=C/c1ccco1)Nc1ccc(F)cc1
70	CCCCNS(=O)(=O)c1ccc2nc(-c3cccnc3)cc(C(=O)NCCCOCC)c2c1
71	COc1ccc(C(=O)c2cn(CC(=O)Nc3cc(OC)cc(OC)c3)c3ccc(OC)cc3c2=O)cc1
72	CC(=O)N1CCOc2cc(S(=O)(=O)Nc3cccc(C(F)(F)F)c3)c(Cl)cc21
Assay by compound	66	67	68	69	70	71	72
PTHR1 agonist	-24%	8%	-8%	-25%	i	i	-15%
Mm-Cpn inhibitor	-2%	?	0%	0%	4%	1%	2%
D3 ag	0	0	-3	4	3	-13	-8

Structural class, those above with a thiophene ring, fused or not
16	Cc1ccc(-c2cc(C(F)(F)F)n3nc(C(=O)Nc4sc5c(c4C#N)CCC(C)C5)cc3n2)cc1 (stereo unspecified)
20	Cc1ccc(Cl)cc1N1CCN(C(=O)c2cc3c(=O)n(C)c4ccccc4c3s2)CC1
28	CCN(CC)CCCNC(=O)Cn1nc(C)n2c(cc3sccc32)c1=O
30	CCOC(=O)C1CCCN(C(=O)c2cc3c(=O)[nH]c4ccc(C)cc4c3s2)C1 (stereo unspecified)
31	COc1ccccc1-n1c(=O)c2c3c(sc2n(Cc2ccccc2F)c1=O)CN(C(C)=O)CC3
55	COc1ccc(CNC(=O)C(=O)NCC(c2cccs2)S(=O)(=O)c2ccc(C)cc2)cc1 (stereo unspecified)
59	Cc1sc2ncn(CC(=O)N3CCN(c4ccccc4F)CC3)c(=O)c2c1S(=O)(=O)N1CCC(C)CC1
Assay by compound	16	20	28	30	31	55	59
PTHR1 agonist	i	i	i	-7%	-7%	i	i
Mm-Cpn inhibitor	.	.	.	.	.	.	.
D3 ag	10	6	-16	2	-7	5	-9

65	CCCCNc1nc2c(S(=O)(=O)c3ccc(C)cc3)nnn2c2ccsc12
Assay by compound	65
PTHR1 agonist	i
Mm-Cpn inhibitor	.
D3 ag	-11

The list is partial (hit frequency here may not be typical).
